Screens: PubChem BioAssay, National Center for Advancing Translational Sciences (NCATS)
IL2 activator – IL-2 activation; activation, % (series mostly up to about 46 µM); 360,000 tested, 0.065% active; IL-2 activation reporter assay, cell-based qHTS; stimulated with anti-CD3/CD4/CD28 beads; in transgenic mouse T cells; in the data active = activation above about 50%; inconclusive = mostly about 30% to 49%; note: 0% is about no effect
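Using fluorescent plate cytometry, EGFP and DsRed are detected in transgenic mouse T cells stimulated 18 h at 37 degrees C with antibody-coated beads after 60 min compound pretreatment.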
WRN helicase inh – WRN helicase (human) inhibition; WRN helicase unwinding, fluorescent forked duplex, kinetic; Potency, µM (highest dose often 114 µM), for the others: top-dose activity change, negative = inhibition, most hits filed as inhibitors; AID 651768; 360,000 tested, 0.46% active; Q14191; note: potency is the fitted concentration of half-maximal effect; % is set by controls: 0 for no effect and ±100 for the full control effect; nearly all actives have a fitted effect of over 55% in size
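WRN at 20 nM final preincubated with compound 15 min at room temperature; reaction started with 100 nM fluorophore/quencher forked duplex oligonucleotide and 2 mM ATP final. Unwinding followed kinetically by red fluorescence (ex 525, em 598 nm).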
FUS yeast rescue – suppressors of FUS proteinopathy in yeast. S. cerevisiae FUS-expressing, growth rescue, OD600, 24 h. Potency, µM (titrated, usually from 76.6 µM), inactives show at the top dose growth rescue (activation), hits mostly activators. 390,000 tested, 0.24% active. AID 1347120;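 note: potency is the fitted concentration of half-maximal effect; plate controls were DMSO vehicle for no effect and reference control for full effect; nearly all actives have a fitted effect of over 55% in size; some results filed as inactive show a strong effect at the top dose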
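Restored growth of FUS-toxic S. cerevisiae, read as 600 nm absorbance after 24 h at 30C in galactose medium (starting OD 0.005). Controls CP55940 and DMSO.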
PI5P4K alpha inh – inhibitors of human PI5P4K alpha | max response, % | PI5P4Kalpha enzyme, ADP-Glo luminescence, 60 min; stronger effect = lower value | P48426 | 330,000 tested, 1.2% active; active = max response of -50% or lower; inconclusive = between -30% and -50%; inactive = -30% or higher; note: value at the top dose of about 77 µM; % is set by controls: 0 for no effect and ±100 for the full control effect
Target sequence (P48426 whole entry, looked up): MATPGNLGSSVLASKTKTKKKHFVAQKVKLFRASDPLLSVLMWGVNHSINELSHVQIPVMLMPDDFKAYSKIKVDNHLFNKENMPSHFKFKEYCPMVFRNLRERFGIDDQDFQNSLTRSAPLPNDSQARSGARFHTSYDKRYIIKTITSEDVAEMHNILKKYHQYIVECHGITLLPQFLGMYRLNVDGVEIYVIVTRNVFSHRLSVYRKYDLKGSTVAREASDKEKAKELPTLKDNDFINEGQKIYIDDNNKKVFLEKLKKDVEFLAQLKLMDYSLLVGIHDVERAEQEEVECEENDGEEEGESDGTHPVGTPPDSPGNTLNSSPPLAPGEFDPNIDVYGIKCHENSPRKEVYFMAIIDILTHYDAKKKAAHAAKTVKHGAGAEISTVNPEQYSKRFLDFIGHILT
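Controls without substrate or without enzyme flank wells where PI5P4Kalpha converts substrate using 5 microM ATP (final). Incubation lasts 60 minutes at room temperature; ADP formed is read by ADP-Glo luminescence.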
PLK1 PBD inh – blocks phosphopeptide binding to human PLK1 polo-box domain. Plk1 PBD binding of FITC phosphopeptide, fluorescence polarization. Potency, µM, for the others: max response, negative = inhibition, actives largely listed as inhibitors. 360,000 tested, 2.8% active. AID 720504; note: potency is the fitted concentration of half-maximal effect; series mostly up to about 57 µM; % is set by controls: 0 for no effect and ±100 for the full control effect; nearly all actives have a fitted effect of over 65% in size
Target sequence (P53350 whole entry, looked up, the tested form may be a part): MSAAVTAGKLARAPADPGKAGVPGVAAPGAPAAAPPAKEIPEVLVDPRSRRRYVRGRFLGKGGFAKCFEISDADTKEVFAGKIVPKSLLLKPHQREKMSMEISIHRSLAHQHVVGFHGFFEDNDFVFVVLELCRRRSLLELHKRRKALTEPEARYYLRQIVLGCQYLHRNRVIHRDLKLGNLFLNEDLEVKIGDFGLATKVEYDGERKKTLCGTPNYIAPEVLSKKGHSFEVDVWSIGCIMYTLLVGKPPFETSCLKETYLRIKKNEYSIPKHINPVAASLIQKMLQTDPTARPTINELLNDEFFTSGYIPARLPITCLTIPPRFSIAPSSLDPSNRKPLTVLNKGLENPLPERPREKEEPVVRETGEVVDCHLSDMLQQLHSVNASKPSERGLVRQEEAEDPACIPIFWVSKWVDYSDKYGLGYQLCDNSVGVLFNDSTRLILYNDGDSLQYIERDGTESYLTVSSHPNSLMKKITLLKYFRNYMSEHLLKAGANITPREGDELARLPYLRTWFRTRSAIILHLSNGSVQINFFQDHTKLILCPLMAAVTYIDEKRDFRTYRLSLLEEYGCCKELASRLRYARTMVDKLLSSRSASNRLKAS
Abeta rescue – A-beta toxicity reversal in yeast; yeast expressing A-beta42, growth rescue, OD600, 48 h; response scale: 0% DMSO, 100% iron-clioquinol control; Potency, µM (highest dose often 46.1 µM), inactives show at the highest dose growth rescue, actives largely listed as activators; 410,000 tested, 0.063% active; AID 1347071; note: potency is the fitted concentration of half-maximal effect; nearly all actives have a fitted effect of over 55% in size
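Growth rescue measured by 600 nm absorbance after 48 h yeast culture at 30 C with compound. Values normalized between DMSO and an equimolar ferric chloride plus clioquinol control.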
EPAC1 antagonist – blocks human EPAC1 exchange factor. O95398. EPAC1 GEF assay, Rap1b-BODIPY-GDP exchange fluorescence. Potency, µM (doses to about 115 µM), without a hit: at the top dose activity change, negative = inhibition, hits mostly inhibitors. 360,000 tested, 0.14% active;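 note: potency is the fitted concentration of half-maximal effect; plate controls were vehicle for no effect and positive control for full effect; nearly all actives have a fitted effect of over 50% in size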
EPAC1 agonist – EPAC1 (human) agonism | O95398 | EPAC1 agonist qHTS, biochemical assay; response scale: 100% = response to 6.5 mM cAMP | Potency, µM (doses to about 154 µM), for the others: at the top dose activation, hits mostly activators | 360,000 tested, 0.073% active; note: potency is the fitted concentration of half-maximal effect; nearly all actives have a fitted effect of over 60% in size
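EPAC1 100 nM, Rap1B–BODIPY-GDP 250 nM, unlabeled GDP 50 uM; compound titration; 5 min RT; kinetic read ex480/em540 at 5-min intervals ×30 min; data normalized to 6.5 mM cAMP agonist control.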
* = called active by the depositor; ? = inconclusive; · = no result given; & = joins results of further samples; [ ] = dose if it differs, or a comment. Unless noted, calls come from the whole dose curve; as a rule, active = well fitted curve in the direction sought with a large enough effect; inconclusive = small, poorly fitted or top-dose-only effect, or another doubt; inactive = no such curve, though single readings can be large; an effect the other way counts as inactive or inconclusive.

smiles	IL2 activator	WRN helicase inh	FUS yeast rescue	PI5P4K alpha inh	PLK1 PBD inh	Abeta rescue	EPAC1 antagonist	EPAC1 agonist
COc1ccc(CCNC(=O)C2CCN(c3nn4c(=O)cc(C)nc4s3)CC2)cc1OC	-0.2	-4%	-8%	-2	-13%	27%	2%	-3%
COc1ccc(C2C(=O)c3ccccc3C2=O)c(OC)c1	-2.8	5%	-1%	-2	-12%	10%	-13%	2%
O=C(O)c1ccccc1-c1ccccc1C(=O)Nc1cccc(-c2nc3ccccc3o2)c1	-0.3	?	36%	-18	67µM*	-17%	-7%	-8%
CCN1CCN(CCCN(Cc2ccco2)C(=S)Nc2cc(Cl)ccc2C)CC1	-0.3	-3%	-1%	-5	24µM*	-10%	3%	3%
O=C(Nc1ncc(Cc2cccc(Cl)c2Cl)s1)C1CCCO1 (stereo unspecified)	-2.8	-7%	8%	41	-2%	?	-3%	-9%
O=C(CCc1ccc(S(=O)(=O)NCCc2ccccc2)cc1)NCc1ccc2c(c1)OCO2	1.3	-2%	27%	4	-7%	26%	-15%	3%
COc1ccccc1N1CCN(S(=O)(=O)c2cn(C)c(=O)n(C)c2=O)CC1	-2.8	0%	-11%	-1	-2%	9%	-3%	0%
O=S1(=O)N=C(Nc2ccc(O)cc2)c2ccccc21	-0.5	7%	-24%	3	-4%	-3%	4%	1%
COc1ccc(N2CCN(Cc3nc(-c4ccc(Cl)cc4Cl)no3)CC2)cc1	0.9	-8%	?	·	-1%	20%	-13%	8%
CCNc1nc(NCC)n2c(SCC(=O)Nc3cccc(F)c3)nnc2n1	-0.2	-31%	14%	-9	-2%	-13%	0%	-1%
Cc1cc(C)c2c(N)c(C(=O)c3ccc(Br)cc3)oc2n1	-0.8	-5%	16%	7	-8%	-24%	5%	5%
CN(Cc1ccc(F)cc1)C(=O)c1ccc(NC(=O)CC2SC(N3CCCC3)=NC2=O)cc1 (stereo unspecified)	-3.2	0%	5%	3	-3%	3%	12%	4%
Cc1ccc(S(=O)(=O)/N=C(/Nc2c(C)n(C)n(-c3ccccc3)c2=O)c2ccc(Cl)cc2)cc1	-0.2	6%	-2%	-3	-7%	13%	-3%	5%
O=C1c2ccccc2C(c2nnnn2Cc2ccccc2)N1CCc1c[nH]c2ccccc12 (stereo unspecified)	0.6	-4%	39%	1	-5%	3%	-15%	8%
COC(=O)c1c(C(=O)OC)c(-c2ccccc2)n2c1CCC2	-1.5	1%	1%	·	3%	0%	3%	2%
O=S(=O)(c1ccccc1)n1cc(-c2ccccn2)c(N2CCOCC2)n1	-0.8	-7%	-8%	10	5%	4%	-15%	15%
CCCCN1CC(=O)N2[C@H]3c4cc(C)ccc4OC[C@@H]3[C@H](C(=O)OCC)[C@]2(C)C1=O	0.6	-24%	20%	-2	-19%	3%	-4%	-7%
O=C(N=Nc1c(O)n(Cc2ccccc2)c2ccccc12)c1cc2ccccc2cc1O	0.4	-9%	21%	?	-1%	1%	-4%	7%
Cc1nc(=O)c(-c2ccccc2)c(C)n1-c1ccccc1O	-0.6	12%	-9%	-9	-11%	0%	-1%	10%
O=c1c2ccccc2c(-c2ccc(F)cc2)nn1-c1ccc(C(F)(F)F)cc1	4.1	-10%	68%	14	-4%	-5%	-25%	-4%
Fc1cc(F)cc(NC(=S)NCCCN2CCOCC2)c1	1.9	-3%	1%	3	?	8%	-3%	4%
CCc1cccc(CC)c1NC(=O)c1cccc(N)c1	-0.7	3%	25%	-14	21µM*	7%	0%	5%
O=C1CC(=C(c2ccccc2)c2ccccc2)C(=O)N1CCN1CCN(c2cccc(Cl)c2)CC1	1.5	-7%	33%	-2	-4%	16%	-10%	1%
CCCn1c2ccccc2c2cn[nH]c(=O)c21	-1.7	3%	11%	-8	-5%	-11%	11%	5%
Cc1ccc(OCCSc2ncccn2)c(C)c1	-2.5	-3%	-12%	25	-8%	8%	-10%	4%
O=C1c2ccccc2C(=O)N1COc1ccc(S(=O)(=O)N2CCOCC2)cc1[N+](=O)[O-]	-0.2	1%	19%	-5	-12%	-1%	4%	4%
CC(C)c1cc(C(=O)N2CCCC(Nc3ccc(F)cc3)C2)nc(N)n1 (stereo unspecified)	-2.4	-6%	11%	-2	-2%	7%	-4%	1%
O=C(COc1ccc(Br)cc1)OCC(=O)N1CCOCC1	-0.5	11%	-11%	-4	-4%	-26%	8%	-3%
OC1NC(=S)N(c2ccccc2)C1O (stereo unspecified)	1.0	-10%	-5%	9	-7%	10%	-5%	-1%
COc1ccc(NC(=O)c2c(Cl)n(C)c3ccccc23)cc1	0.3	-3%	-16%	2	-11%	0%	-16%	-9%

Some of these compounds in order of the PI5P4K alpha inh value, descending.
Structure	IL2 activator	WRN helicase inh	PI5P4K alpha inh	PLK1 PBD inh	EPAC1 antagonist
CN(Cc1ccc(F)cc1)C(=O)c1ccc(NC(=O)CC2SC(N3CCCC3)=NC2=O)cc1 (stereo unspecified)	-3.2	0%	3	-3%	12%
CCCn1c2ccccc2c2cn[nH]c(=O)c21	-1.7	3%	-8	-5%	11%
CCc1cccc(CC)c1NC(=O)c1cccc(N)c1	-0.7	3%	-14	21µM*	0%

(continued)
smiles	IL2 activator	WRN helicase inh	FUS yeast rescue	PI5P4K alpha inh	PLK1 PBD inh	Abeta rescue	EPAC1 antagonist	EPAC1 agonist
CC1(C)CC(=O)C(Sc2ccccc2)=C(O)C1	-0.3	-1%	4%	-2	12µM*	3%	5%	10%
CCc1ccc(C(=O)/C=C/Nc2ccc(S(=O)(=O)Nc3onc(C)c3C)cc2)cc1	-3.8	-30%	-1%	1	?	9%	-26%	2%
C/C(=N\Nc1nnc(C)c(=O)[nH]1)C(=O)O	-0.2	-4%	6%	·	1%	4%	-2%	6%
COC(=O)C1=CN(Cc2ccccc2)C=C(C(=O)OC)C1c1ccc(OC)c(OC)c1	0.6	7%	-13%	1	-1%	-14%	9%	-9%
N#Cc1ccsc1NC(=O)C1CCN(C(=O)c2ccc(Cl)cc2)CC1	-3.7	-11%	30%	-10	-18%	13%	-25%	2%
CN(C)c1ccc(CNS(=O)(=O)c2csc(C(N)=O)c2)cc1	0.8	-6%	-25%&-9%	3	0%	3%&-20%	-8%	4%
CCOC(=O)[C@]12CCC=C1N(Cc1cccc3ccccc13)C(=O)[C@H](CC(=O)NCCCCc1ccccc1)C2	-0.9	-6%	?	23	-16%	-5%	-13%	11%
O=C(Nc1ccc(S(=O)(=O)N2CCCC2)cc1)c1ccc(Br)o1	-3.4	-1%	6%	-2	-11%	9%	-24%	3%
O=C(NC1CCC(O)CC1)c1cccc2cccnc12 (stereo unspecified)	-2.0	-29%	20%	-10	-7%	-8%	?	3%
O=C(CCN1C(=O)C2CC=C(Cl)CC2C1=O)NCc1ccccc1 (stereo unspecified)	0.8	1%	3%	2	-6%	?	6%	3%
CCNC(=O)COC(=O)CCNC(=O)c1ccc(Cl)cc1	-3.0	1%	5%	-7	-3%	-18%	-4%	10%
O=C(NNc1ccccc1C(F)(F)F)c1cccs1	-3.4	-2%	-10%	-4	-1%	14%	-2%	3%
C/C(=C\C=C(C#N)C#N)c1cc(C#N)c(N)o1	-3.1	89µM*	-4%	?	108%[activator]	-22%	0%	18%
Cc1ccnc(NS(=O)(=O)c2ccc(NC(=O)Cc3c(F)cccc3Cl)cc2)n1	0.4	-1%	-1%	-3	-8%	2%	0%	-3%
CCOC(=O)c1c(C)c(C(=O)Nc2cc(F)ccc2F)c(C)n1C	0.2	6%	·	4	0%	-8%	-16%	-6%
CCOc1cc(CNCCc2ccc(S(N)(=O)=O)cc2)ccc1OCc1ccccc1	-3.7	3%	6%	·	-2%	24%	7%	0%
CCN(CC)c1c(C)nc2ccc(C(=O)N3CCN(C(=O)c4ccco4)CC3)cn12	0.1	0%[57.1 µM]	-1%	-1	-6%	-10%	-18%	-1%
CCOC(=O)c1sc2ncn(/N=C/N(C)C)c(=O)c2c1C	-1.2	-2%	-5%	·	-11%	-12%	-2%	10%
Fc1ccc(NC(=S)N2CCc3ccccc32)cc1	0.2	-5%	-10%	0	-2%	21%	-23%	7%
O=C(NCc1ccc(Cl)cc1)c1cc(=O)[nH]c2ccc(S(=O)(=O)N3CCOCC3)cc12	2.7	-4%	19%	-1	7%	-4%	4%	-1%
O=C(COC(=O)c1ccncc1)NCc1ccccc1	1.1	3%	6%	-7	-11%	6%	14%	-9%
CCN=c1sc(C(=O)Nc2ccccc2)c(C)n1CC	-3.1	-1%	7%	1	-3%	-24%	-12%	12%
O=[N+]([O-])c1ccc(CN2CCN(c3ccc([N+](=O)[O-])cc3)CC2)cc1	-3.7	-19%	25%	5	-6%	1%	-15%	5%
CN(C)S(=O)(=O)c1cccc(C(=O)Nc2ccc(C(=O)Nc3cccc(S(N)(=O)=O)c3)cc2)c1	0.1	-5%	12%	1	-5%	-2%	-12%	8%
CCC(=O)Nc1ccc(NC(=O)c2ccc3ccccc3c2)cc1	0.2	2%	-22%	-10	-2%	2%	-3%	2%
O=C(c1ccc2oc(CCc3ccccc3)nc2c1)N1CCC(O)CC1	-2.6	2%	7%	0	2%	11%	9%	7%
Cc1cc(C)n(-c2nc3ccccc3c(=O)n2OCC(N)=O)n1	1.7	-7%	31%	-4	-4%	29%	0%	3%
CC1(C)OC(=O)C2=C(C[C@@H](C3CCCC3)O[C@@H]2c2ccc(Cl)cc2)O1	2.9	-1%	17%	3	2%	-13%	-11%	-16%
Cc1cc(NS(=O)(=O)c2ccc(NC(=O)c3ccc([N+](=O)[O-])s3)cc2)nc(C)n1	0.3	-24%	10%	-6	-10%	3%	-7%	-6%
